ADAM10 inh – human ADAM10 inhibitors, primary screen, biochemical, QFRET, HTS. recombinant ADAM10, EDANS/DABCYL FRET peptide cleavage, 3 h. Disintegrin and metalloproteinase domain-containing protein 10 (Homo sapiens), O14672. inhibition, % at 7 µM. actives 0.62% (n = 370,000);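 active = inhibition above a per-campaign cutoff equal to the mean of compounds falling between control-based bounds plus 3 SD, cut at about 20% in these data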;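 also: 0% = DMSO wells while the 100% control is not disclosed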
Target sequence (O14672 214-748 limits assumed): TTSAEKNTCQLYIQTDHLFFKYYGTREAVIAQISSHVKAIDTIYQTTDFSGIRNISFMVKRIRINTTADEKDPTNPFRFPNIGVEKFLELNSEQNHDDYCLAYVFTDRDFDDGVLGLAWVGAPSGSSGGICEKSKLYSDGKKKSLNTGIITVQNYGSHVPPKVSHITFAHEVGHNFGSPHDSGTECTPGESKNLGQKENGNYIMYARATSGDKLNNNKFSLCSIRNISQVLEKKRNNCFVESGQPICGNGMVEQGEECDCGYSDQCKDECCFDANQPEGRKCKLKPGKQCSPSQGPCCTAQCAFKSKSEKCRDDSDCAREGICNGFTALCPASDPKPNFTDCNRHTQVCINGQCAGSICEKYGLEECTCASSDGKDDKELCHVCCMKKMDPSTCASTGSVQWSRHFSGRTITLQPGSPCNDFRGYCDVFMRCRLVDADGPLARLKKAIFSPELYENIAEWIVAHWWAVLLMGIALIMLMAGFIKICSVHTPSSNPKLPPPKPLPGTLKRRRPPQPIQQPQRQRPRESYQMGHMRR
hcDAF12 agonist – H. contortus DAF-12 nuclear receptor activators, primary screen, cell-based, luminescence, HEK293, lit1-tk-luc reporter. AID 652067, 2013. activation, % at 6.8 µM. HEK293 hcDAF-12 lit1-tk-luc reporter; 0% DMSO, 100% Δ7-dafachronic acid. actives 1.4% (n = 370,000);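 active = activation above the mean of all tested compounds plus 3 SD, cut at about 5.5% in these data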;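 also: 100% = response to 3 µM Δ7-dafachronic acid high control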
hgDAF-12 ag – H. glycines DAF-12 receptor agonists, primary screen, cell-based, luminescence, HEK293, GAL4 fusion, UAS-luciferase. Nuclear hormone receptor DAF-12 (Heterodera glycines), GAL4 fusion. HEK293 GAL4-hgDAF12 UAS-luciferase reporter, agonist luminescence; normalized to butyrate control. activation, % at 6.8 µM. actives 1.8% (n = 370,000). AID 687014, 2013;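 active = activation above a cutoff set at the mean of all screened compounds plus 3 SD, cut at about 10% in these data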;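 also: 0% = DMSO wells and 100% = sodium butyrate wells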
DAX1 inh-1 – DAX1 (NR0B1) inhibitors on StAR promoter, primary screen, cell-based, luminescence, SF-1 (NR5A1), full-length DAX-1. HEK293T StAR-luciferase reporter, SF-1/DAX-1 repression relief. inhibition, % at 6.8 µM. actives 1.1% (n = 370,000). AID 652010, 2013;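 active = inhibition above the mean over all tested compounds plus 3 SD, cut at about 3.6% in these data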;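 also: 0% = DAX-1 cells with DMSO and 100% = cells lacking DAX-1 with DMSO; higher inhibition means more luminescence from relief of DAX-1 repression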
HGIII-sPLA2 inh – human group III sPLA2 inhibitors, primary screen, biochemical, QFRET, BODIPY PC-A2 liposome substrate | AID 743126, 2013 | QFRET BODIPY PC-A2 liposome hydrolysis, fluorescence | actives 0.56% (n = 370,000) | Group 3 secretory phospholipase A2 (Homo sapiens), Q9NZ20 | inhibition, % at 12.2 µM;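 active = inhibition above mean plus 3 SD of compounds lying within the high and low control bounds, cut at about 19% in these data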;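 also: 0% = median of test compound wells and 100% = no enzyme DMSO wells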
DAX1 inh-2 – DAX1 (NR0B1) inhibitors, primary screen, cell-based, HEK293, Gal4-DAX1, luciferase luminescence | actives 0.99% (n = 340,000) | AID 504766, 2011 | Nuclear receptor subfamily 0 group B member 1 (Homo sapiens), P51843 | HEK293 Gal4-DAX1 luciferase reporter | inhibition, % at 6.75 µM;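 active = inhibition above the mean over all tested compounds plus 3 SD, cut at about 4.2% in these data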;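 also: 0% = DAX1-transfected cells with DMSO and 100% = empty-vector control cells with DMSO; inhibition shows as a rise in luminescence from relieved DAX1 repression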
Target sequence (P51843 207-470 limits assumed): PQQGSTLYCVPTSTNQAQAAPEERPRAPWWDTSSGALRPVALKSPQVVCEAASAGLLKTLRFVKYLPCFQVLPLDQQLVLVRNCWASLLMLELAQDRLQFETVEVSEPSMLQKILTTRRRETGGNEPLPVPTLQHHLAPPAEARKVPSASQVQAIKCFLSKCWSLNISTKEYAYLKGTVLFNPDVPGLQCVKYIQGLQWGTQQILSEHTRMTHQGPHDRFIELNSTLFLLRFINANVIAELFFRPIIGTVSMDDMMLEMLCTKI
GC-B act – human GC-B receptor activators, primary screen, HEK293 GC-B cells, cGMP TR-FRET, EC30 CNP. actives 0.11% (n = 370,000). 0% at EC30 CNP, 100% saturating CNP. activation, % at 10 µM;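 active = activation at 10 µM reaching about 35% in either raw or pattern-adjusted values, limit read from the data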
GC-A act – GC-A stimulated cGMP production enhancers – HEK293 GC-A cells, cGMP TR-FRET, EC30 ANP, primary screen. Atrial natriuretic peptide receptor 1 (Homo sapiens), P16066. 0% at EC30 ANP, 100% saturating ANP. activation, % at 10 µM. actives 0.14% (n = 370,000); in the data active = activation above about 40%
GAA850 FXN act – FXN promoter activators, primary screen, cell-based, luciferase luminescence, HEK293 lucGAA850 | HEK293 lucGAA850 FXN promoter luciferase reporter, 24 h; percent of 10 µM SAHA response | activation, % at 6 µM | actives 0.56% (n = 360,000) | AID 540364, 2011;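 active = activation above the average of all compounds screened plus 3 SD, cutoff fixed separately per campaign, cut at about 7.5% in these data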;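 also: 0% = DMSO wells and 100% = 10 µM SAHA wells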
SMARCA2 activ – SMARCA2 (BRM) function activators, primary screen, cell-based, luminescence, high throughput; activation, % at 9.1 µM; MG213 cells, MMTV-luciferase reporter, dexamethasone, overnight; actives 1% (n = 370,000); in the data active = activation above about 7.8%;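 also: 0% = vehicle wells and 100% = reference activator wells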
ssDAF12 agonist – S. stercoralis DAF-12 nuclear receptor activators, primary screen, cell-based, luminescence, HEK293, GRIP1 co-expression, lit1-tk-luc; actives 1% (n = 370,000); Nuclear hormone receptor DAF-12 (Strongyloides stercoralis); activation, % at 6.8 µM; HEK293 ssDAF-12/GRIP1 lit1-tk-luc reporter; % of 3 µM dafachronic acid response;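 active = activation above the mean over all tested compounds plus 3 SD, cut at about 0.9% in these data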;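 also: 0% = DMSO-only wells and 100% = 3 µM delta7-dafachronic acid wells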
The depositor's hits bear a star; i = inactive; nt = no result given.

SMILES	ADAM10 inh	hcDAF12 agonist	hgDAF-12 ag	DAX1 inh-1	HGIII-sPLA2 inh	DAX1 inh-2	GC-B act	GC-A act	GAA850 FXN act	SMARCA2 activ	ssDAF12 agonist
Cc1ccc2c(c1)C1(SC(C)C(=O)N1c1ccc(Cl)cc1)C(=O)N2 (configuration not stated)	-3	-2.1	-3.7	0.8	-19	nt	-17	-20	nt	-2	-1.4
O=C(OCc1nnc(-c2ccccc2)o1)c1ccc(Cl)cc1	11	-0.5	0.3	-0.3	3	0.4	-7	-5	-0.2	6	-1.0
C[C@H](CO)N1C[C@H](C)[C@@H](CN(C)C(=O)Nc2ccc(C(F)(F)F)cc2)Oc2c(NS(=O)(=O)c3cccs3)cccc2C1=O	-9	-1.2	0.5	-0.1	-17	-0.1	3	0	-1.6	-2	-1.3
COc1ccccc1C(c1nnnn1C(C)(C)C)N1CCCCCC1 (configuration not stated)	-4	-0.5	-2.0	1.2	7	-0.1	3	-8	-0.6	-3	-1.1
CC(=O)Oc1ccc(C(=O)Nn2cnnc2)cc1	1	-1.6	0.1	-0.1	-4	-0.5	10	1	1.2	-3	-1.0
COc1ccc(-c2cc(=NC(CC(C)C)C(=O)O)c3cc(C)ccc3o2)cc1 (configuration not stated)	i	5.3	17*	5.2*	0	2.6	-3	0	6.9	6	0.6
O=C(CSc1nccc(-c2cccs2)n1)Nc1cccc(Cl)c1Cl	4	1.9	1.4	0.1	7	1.0	2	-2	0.4	-3	1.1*
Cc1sc2nc(SCc3ccc(C(=O)O)cc3)n(Cc3ccco3)c(=O)c2c1C	-8	-2.3	-0.3	0.1	-9	1.0	-1	-8	-2.1	-3	-0.3
Cc1ccc(C(=O)NCc2ccccc2)cc1Br	11	-1.2	2.5	0.1	-3	0.6	3	1	0.5	-3	-0.7
Cc1cc(F)ccc1NC(=S)NC1CCCC1	-7	-2.5	1.1	0.5	10	1.4	-1	-1	2.3	-1	-0.3
CCNC(=O)C1(C)CCN(C(=O)c2ccc3ccccc3c2)C1 (configuration not stated)	-7	-1.5	2.6	0.6	-2	nt	-8	3	0.2	1	-0.7
O=C(O)c1c(-c2ccc(Cl)cc2)cn2ccccc12	-64	1.4	6.5	0.7	3	0.4	-1	1	3.2	-2	0.4
Cc1ccc(S(=O)(=O)NNC(=O)Nc2ccc(Cl)c(Cl)c2)cc1	-3	-1.4	-0.9	-0.3	-5	2.7	-5	0	-2.3	-1	-1.7
Cc1cccc(N2CCN(C(C(=O)NCc3ccccc3)c3ccc(C(F)(F)F)cc3)CC2)c1C (configuration not stated)	-8	0.9	-1.9	0.5	0	nt	2	1	nt	-4	-0.1
Cc1noc(C)c1C(=O)N1CCC(C(=O)c2ccccc2)CC1	-3	-2.0	-1.2	0.0	0	0.9	0	-5	1.6	-4	0.1
Cc1occc1C(=O)NNC1=CC(=O)CC(C)(C)C1	-12	-1.1	3.2	0.5	-2	-0.7	2	-3	4.9	-2	-0.8
CC1=C(C(=O)OCc2ccccc2)C(c2ccccc2OC(F)F)NC(=O)N1 (configuration not stated)	15	-1.5	-2.9	-0.6	1	-1.2	-5	-4	-4.0	-4	-1.2
CCOC(=O)c1c(CN2CCC(C)CC2)oc2ccc(OC)cc12	-12	-1.0	1.2	-0.2	-7	1.6	-4	-2	1.1	-1	-0.3
COc1ccc(-n2c3nc4ccccc4nc3c3c(=N)oc(C)nc32)cc1	-44	-0.1	-0.5	-1.9	-11	-2.3	-7	-3	-1.2	0	-1.2
Cc1c[n+]([O-])ccc1[N+](=O)[O-]	-2	-1.6	4.8	-2.0	3	0.1	2	6	1.2	1	-1.3
COc1ccc([C@H]2CC(=O)C=C(c3ccc4cc[nH]c4c3)C2)cc1	-4	-2.1	0.9	-0.1	-1	0.8	13	1	0.8	1	-1.0
NC(=O)CC(NC(=O)c1cccc(Br)c1)c1ccc(N2CCN(c3ccc(F)cc3)CC2)c([N+](=O)[O-])c1 (configuration not stated)	10	3.3	1.6	0.5	5	1.3	-2	0	2.0	1	-0.8
CCOC(=O)c1sc(NC(=O)C2CC(=O)N(c3ccc(OCC)cc3)C2)nc1C (configuration not stated)	3	-1.4	1.6	-0.3	-18	2.5	-2	0	1.4	0	-1.6
C[N+]1(CCn2ccc3ccccc32)CCCCC1	-5	-0.8	-2.5	0.2	4	0.0	-5	3	-0.1	-5	-2.1
CCOC(=O)c1ccc(N2C(=O)C(O)=C(C(C)=O)C2c2ccccn2)cc1 (configuration not stated)	-12	-0.3	0.3	0.0	-4	0.1	2	1	1.1	-4	-1.2
CCOc1ccc(N2C(=O)C3C(c4ccccc4F)NN(C(=O)c4ccc(C)cc4)C3C2=O)cc1 (configuration not stated)	-3	1.4	-0.1	-1.2	-14	-0.4	6	-1	-0.4	0	-0.8
COc1ccc(NC(=O)CN2C(=O)COc3ccc(S(=O)(=O)N4CCOCC4)cc32)cc1Cl	10	0.2	-0.3	1.8	0	-0.5	-1	2	-0.1	1	-0.6
CCOC(=O)c1ccc(C#Cc2ccc3c(c2)C(C)(C)CCS3)nc1	i	-0.9	-1.4	1.0	4	nt	-15	10	nt	-5	-1.6
CC(=O)c1c(COC(=O)c2ccco2)nc2ccccc2[n+]1[O-]	-2	2.5	-0.7	0.4	2	-0.4	-2	-1	-2.3	2	-1.3
COC/C=C/C1=CC2=CC(=O)C(C)(OC(=O)c3cnc4ccccc4n3)C(=O)C2=CN1C(CO)CO (configuration not stated)	-8	-1.3	1.0	0.0	5	1.7	-1	1	0.1	2	-0.9
O=c1[nH]c2ccccc2cc1CN(Cc1cccnc1)S(=O)(=O)c1ccc([N+](=O)[O-])cc1	-1	-3.6	-2.1	-0.8	3	-0.4	2	-2	1.8	-4	-1.3
CC(C)(Cc1ccc(O)cc1)NC(=O)SCc1ccccc1	1	-1.1	1.7	-0.9	-15	-1.0	2	-1	0.0	4	-1.4
Cc1cccc(C(=O)NCC(=O)Nc2ccncc2)c1	-2	-3.0	0.4	-0.7	4	-0.1	5	2	-1.4	-1	-1.2
COc1ccc(CNC(C)CCc2ccccc2)cc1 (configuration not stated)	1	-0.2	-0.4	0.2	20*	-0.1	-5	-9	1.6	0	-1.1
c1ccc(-c2ccccc2-c2nc(-c3ccncc3)no2)cc1	8	-1.1	-0.7	-0.3	-10	0.1	-10	-9	0.6	0	-1.6
Cc1cc(C(=O)NCCCC(=O)O)c(C)o1	1	-2.2	-1.0	0.0	1	0.2	-2	-6	-2.2	2	-1.4
CC1CCN(S(=O)(=O)c2ccc3[nH]c(=O)ccc3c2)CC1	-10	-0.5	1.1	-0.5	4	1.2	4	4	0.3	-2	-0.6
COc1cc(/C=N/NC(=O)C(NC(=O)c2ccccc2)c2n[nH]c(=O)c3ccccc23)ccc1OCC(N)=O (configuration not stated)	-3	1.9	0.9	2.6	5	-0.8	-1	-1	-0.3	0	-0.6
CC1(c2ccc(OC(F)F)cc2)NC(=O)N(CC(=O)Nc2ccc(S(N)(=O)=O)cc2)C1=O (configuration not stated)	-6	-0.5	-0.1	-0.3	-8	1.9	-4	-4	-2.8	-4	-1.4
O=C(COc1ccc(F)cc1Br)Nc1ccccc1N1CCOCC1	0	0.6	-2.7	-1.5	0	1.6	3	3	0.4	-3	-0.1
Cn1c(=O)[nH]c(=O)c2c1nc(N1CCN(CCO)CC1)n2Cc1ccccc1Cl	-5	-1.9	-1.8	-0.7	5	0.0	1	3	1.0	0	-0.7
CC(=O)Nc1cccc(OCC(=O)NC(C)C(C)C)c1 (configuration not stated)	4	0.3	2.1	0.3	8	-0.4	3	1	1.5	-1	-1.3
Cc1ccc(C)c(C(=O)NCCN(C)C)c1	-10	-0.6	1.8	-0.5	1	0.9	0	3	1.7	-5	-1.6
CC1=CC(C)C2(CO)COC(c3ccc(O)cc3)C1C2C (configuration not stated)	1	-0.8	-1.1	-0.3	-11	0.5	3	-1	1.6	0	-1.1
CC(=O)N1CCC(CCCC2CCN(C(C)=O)CC2)CC1	0	1.5	-0.2	-0.3	5	-0.1	7	1	1.5	-1	-0.8
Cc1ccc(Cn2c(=N)c(C(=O)NC3CCCCC3)cc3c(=O)n4ccccc4nc32)cc1	-463	2.2	0.0	-0.3	7	0.7	19	33	-1.3	-4	-0.9
N#CCCN(C(=O)COC(=O)c1n[nH]c2ccccc12)c1ccccc1	-6	-0.9	-0.8	1.5	-16	0.9	2	0	-2.4	-3	-1.2
Cc1cccc(C)c1-n1nnnc1C(c1ccnc2ccccc12)N1CCCN(C(=O)OC(C)(C)C)CC1 (configuration not stated)	-4	-1.6	0.7	0.4	1	nt	1	-6	nt	-2	-1.0
